# Htt clearance: compounds clearing mutant huntingtin protein | HeLa Exon1htt(103Q)mCFP, aggregate imaging; zero = plate's median compound well | inhibition, % at 1.5 µM | 0.42% of 47,000 active;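 active = inhibition of aggregate fluorescence above about 70%, also judged a hit by eye on the cell image, limit read from the data, passing the limit was not always enough; inconclusive = no rule stated for this call; inactive = not judged a hit on image review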;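 note: cells exposed to compound for three days before fixation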
# Htt clearance grain fraction: recorded beside Htt clearance, whose call it bears; fraction fluorescence in grains; measured here: aggregate grain fluorescence fraction; hits give low values;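 scaled fraction of total cell fluorescence in grains with unit not stated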
# Active calls of the source: *; i = inactive; u = inconclusive; x = not tested or not shown. An excerpt. The share of hits here may be higher or lower than overall.
SMILES,Htt clearance,Htt clearance grain fraction
C=CCn1c(O)c(C(CC)=Nc2ccccc2NC(C)=O)c(=O)[nH]c1=O,5.9,17.4
CN(C)CP(=O)(Nc1ccccc1)N(C)C (centres undefined),-26.8,48.3
CCC(=NC1CCN(Cc2ccccc2)CC1)c1c(O)[nH]c(=O)[nH]c1=O,-16.5,25.5
CC(=O)N1CC(=O)Nc2ccc(Cl)cc2C1c1ccc(F)cc1 (centres undefined),26.5,28.7
Cn1c(=O)cc(SCC(=O)N2CCC3(CC2)OCCO3)c2ccc(Cl)cc21,-97.9,36.5
O=c1[nH]c(=O)n(-c2cccc3ccccc23)c(O)c1C=NCc1ccc2c(c1)OCO2,-7.6,17.2
COC(=O)C(O)(c1c[nH]c2ccccc12)C(F)(F)F (centres undefined),-5.4,38.7
O=C1NC(=O)[C@]2(Cc3ccccc3N3CCN(c4ccccc4)CC32)C(=O)N1Cc1ccccc1 (some centres undefined),4.7,31.7
c1ccc2c(CN3CCN(C4CCCCC4)CC3)c[nH]c2c1,-11.9,37.2
Cc1cc(NC(=O)COC(=O)c2c(C)nn(Cc3ccccc3)c2Cl)no1,u,x

# Full records as entered above:
# Entry for `O=C1NC(=O)[C@]2(Cc3ccccc3N3CCN(c4ccccc4)CC32)C(=O)N1Cc1ccccc1` (some centres undefined) = Htt clearance: 4.7; Htt clearance grain fraction: 31.7
# Entry for `Cc1cc(NC(=O)COC(=O)c2c(C)nn(Cc3ccccc3)c2Cl)no1` = Htt clearance: u; Htt clearance grain fraction: x
# Entry for `C=CCn1c(O)c(C(CC)=Nc2ccccc2NC(C)=O)c(=O)[nH]c1=O` = Htt clearance: 5.9; Htt clearance grain fraction: 17.4

# Going on with the list:
SMILES,Htt clearance,Htt clearance grain fraction
CCn1c(O)c(C=NCCc2c[nH]c3ccccc23)c(=O)[nH]c1=O,-22.2,20.8
CN1CCc2nc3sc(C(=O)NC(C)(C)C)c(N)c3cc2C1,23.7,29.5
CC12CN3CC(C)(CN(C1)C3c1ccncc1)C2=O (centres undefined),-84.1,61.2
Cc1sc2c(c1C)C(c1cccs1)=NCC(=O)N2CC(=O)NCc1cccs1,27.4,13.1
O=c1cccc2n1CC1CC2CN(S(=O)(=O)c2ccccc2)C1 (centres undefined),33.0,25.2
C[C@H]1CCC[C@H](O)CCCCCc2cc(O)cc(O)c2C(=O)O1,26.1,25.9
COc1ccc2c(c1OC)C(=O)OC2c1c(O)n(C2CCCCC2)c(=O)[nH]c1=O (centres undefined),-20.6,25.5
CN1CCC2(CC1)NC(=O)C1=C(CN(C)CC1)N2,21.5,24.1
CC1(C)CC(n2[nH]c(=O)c3c2NC(=O)CSC3c2ccccc2)CCO1 (centres undefined),-45.6,50.5
CN(C)c1nc(OCCNC(=O)COc2ccc(Cl)cc2Cl)nc(N2CCCCC2)n1,-57.5,29.1
CCC(CC)C1C(C#N)=C(N)Oc2c1c(=O)oc1ccccc21 (centres undefined),-59.0,32
O/N=C1/C(=C\c2ccccc2)N2CCC1CC2,-14.8,38.9
COc1ccc(S(=O)(=O)Cc2ccc(C(=O)N3CCC4(CC3)OCCO4)o2)cc1,-17.1,35.1
COC(=O)CC1(CC(=O)OC)C(=O)NC(=O)NC1=O,-68.6,57.5
CCOP(=O)(OCC)C(CC)N1CCOCC1 (centres undefined),29.9,12.5
Fc1ccc(NC2=NCCS2)cc1Cl,8.5,18.4
CC(C)OC(=O)c1c(N)n(CC2CCCO2)c2nc3ccccc3nc12 (centres undefined),-11.8,41.7
CCOc1ccc2[nH]c(=O)c(CN(CCO)C3(c4nnnn4C4CCCCC4)CCCCC3)cc2c1,-46.6,50.1
Cc1c(N=Cc2c(O)n(CCc3ccc(F)cc3)c(=O)[nH]c2=O)c(=O)n(-c2ccccc2)n1C,-21.4,21.6
CNCCCc1ccccc1,16.6,33.3
O=C(C1CC(c2ccc(Cl)c(Cl)c2)=NO1)N1CCC2(CC1)OCCO2 (centres undefined),32.0,12.2
CCn1c(O)c(C=Nc2ccc(N3CCOCC3)cc2)c(=O)n(CC)c1=S,-42.5,29.5
CCOC(=O)c1c(C)n(Cc2ccc3c(c2)OCO3)c2ccc(O)cc12,18.5,16.7
CN1CCN(c2nccc3c2ncn3C)CC1,34.8,24.8
CC(=NCc1ccc2c(c1)OCO2)c1c(O)n(C)c(=O)n(C)c1=O,-29.5,24
O=C(c1cc(-c2ccncc2)nc2ccccc12)N1CCC2(CC1)OCCO2,-39.1,50.4
COc1ccc(-n2c(O)c(C(C)=NCc3ccco3)c(=O)[nH]c2=O)cc1,-24.5,49.9
Cc1ccc(-n2c(O)c(C=NC3CCCCC3N)c(=O)[nH]c2=O)cc1C (centres undefined),28.6,26.3
Cc1cc(NC(=O)CCC(=O)N2CCC3(CC2)OCCO3)no1,19.5,16.7
CCSc1nnc([C@@H](N)Cc2c[nH]c3ccccc23)o1,15.3,16.6
O=c1c2ccccc2nc(-c2ccco2)n1-c1cccnc1,0.0,22.1
COc1ccc(C2NCc3ccc4c(c3-n3cccc32)OCO4)cc1OC (centres undefined),-53.4,31.4
Cc1cc(OCc2ccc([N+](=O)[O-])cc2)c2c3c(c(=O)oc2c1)CCCC3,24.2,23.1
CN(C)CC1CSCCC1(O)c1ccc(Cl)cc1 (centres undefined),0.0,20.6
CN1C(=O)C(Cc2nc3ccccc3c(=O)n2-c2ccccc2)c2ccccc21 (centres undefined),19.1,23.7
Cc1ccc(S(=O)(=O)NP(=O)(Oc2ccccc2)Oc2ccccc2)cc1,-7.2,19.1
CN(C(=O)c1ccco1)C1(c2ccccc2Cl)CCCCC1=O (centres undefined),8.9,33.8
CCOC(=O)c1cn2nc(OP(=S)(OCC)OCC)cc2nc1C,32.3,26.5
Fc1ccc2c(c1)nnn2C1CCN(Cc2nnnn2C2CCCCC2)CC1,-29.6,47.8
CCCCn1c(O)c(C(CC)=NCc2ccc(F)cc2)c(=O)[nH]c1=O,0.0,40.2
CCCCC(=O)C1C(=O)NC(=O)NC1=O,12.0,27.4
CNCC1(c2ccccc2)CCCC1,-28.1,50.9
CN(C)C=C1C(=O)N(C2CCCCC2)C(=O)N(C2CCCCC2)C1=O,-11.4,39
Cc1cc(N2C(=O)C3CCCN3C2c2sccc2C)no1 (centres undefined),i,206
CCOC(=O)C1C2NC(=O)N(Cc3ccccc3)C1(C)Oc1c(OC)cccc12 (centres undefined),-15.9,24.1
c1ccc2[nH]c(CCNC3CCCCC3)nc2c1,59.8,8.88
CCOC(=O)Cn1cc([N+](=O)[O-])nc1[N+](=O)[O-],11.8,29.5
CC(C)C12CN3CCN(CC(C3)C1O)C2 (centres undefined),34.9,12.2
O=C(Cc1ccccc1)N1CCN(C/C=C/c2ccccc2)CC1,0.0,39.1
CC1CN=C(Nc2ccc(N(C)C)cc2)S1 (centres undefined),-42.4,49.3
# Carrying on.
SMILES,Htt clearance,Htt clearance grain fraction
Cc1cc(C)c(C(=O)CN2CCOCC2)c(C)c1,-52.0,30.9
COc1cc2[nH]c(=O)n(-c3ccc(C)cc3)c(=O)c2cc1OC,-4.4,39.3
CN1C(=O)C(Cc2ccc3c(c2)OCO3)C(=O)N(C)C1=O,8.4,33.7
O=P(/C(=N/O)N1CCCCC1)(N1CCOCC1)N1CCOCC1,-8.7,33.9
O=C(c1ccc(CS(=O)(=O)c2ccc(Br)cc2)o1)N1CCC2(CC1)OCCO2,-0.8,18.1
O=C(c1c[nH]cc1-c1ccccc1)c1cccc2ccccc12,-9.8,21.3
CC(=O)Nc1ccc2c(c1)CC1(C(=O)N(C)C(=O)N(C)C1=O)C1CCCN21 (centres undefined),-29.4,24.8
CCCC1C(C#N)=C(N)Oc2c1c(=O)oc1ccccc21 (centres undefined),-25.1,24.4
O/N=C/c1c[nH]c2ccccc12,26.2,25.1
CCOC(=O)C(NC(C)=O)C(OC(C)=O)c1cccc(N(CCCl)CCCl)c1 (centres undefined),55.0,8.23
O=C(Cc1ccccc1)N1CCN(CC2CC=CCC2)CC1 (centres undefined),31.8,12.2
CCCCN1C(=O)NC(=O)C2(Cc3c(nc4c(C)cccn4c3=O)N3CCc4ccccc4C32)C1=O (centres undefined),-15.8,22.3
Cc1ccc(C2(O)CC(C)N(C)CC2C)cc1 (centres undefined),-34.3,49.5
CC1=NOC2(C)Nc3ncnn3C(c3ccccc3)C12 (centres undefined),-17.8,44.8
Cc1ccc2c(c1)C1CN(C)CCC1N2C(=O)Nc1cccc(Cl)c1 (centres undefined),-35.6,53.9
Cc1ccc(C)c(NC2=NCCCS2)c1,-40.3,52.4
Cc1ccc2nc(N3CCN(C)CC3)[nH]c2c1,5.3,16.9
O=C(c1ccc2c(c1)ncn2C1CCCCC1)N1CCC2(CC1)OCCO2,-1.3,43.8
COc1ccc(C2NCc3ccc4c(c3-n3cccc32)OCO4)cc1O (centres undefined),-162.7,122
CCCCOCCCn1c(N)c(C(=O)OCCOC)c2nc3ccccc3nc21,26.0,23.4
COc1ccc(C2=NCC(=O)N(CC(=O)NCc3ccco3)c3sc4c(c32)CCCC4)cc1,-26.5,43

# Gathered by group: those above containing sulfur.
SMILES,Htt clearance,Htt clearance grain fraction
Cn1c(=O)cc(SCC(=O)N2CCC3(CC2)OCCO3)c2ccc(Cl)cc21,-97.9,36.5
CN1CCc2nc3sc(C(=O)NC(C)(C)C)c(N)c3cc2C1,23.7,29.5
Cc1sc2c(c1C)C(c1cccs1)=NCC(=O)N2CC(=O)NCc1cccs1,27.4,13.1
O=c1cccc2n1CC1CC2CN(S(=O)(=O)c2ccccc2)C1 (centres undefined),33.0,25.2
CC1(C)CC(n2[nH]c(=O)c3c2NC(=O)CSC3c2ccccc2)CCO1 (centres undefined),-45.6,50.5
COc1ccc(S(=O)(=O)Cc2ccc(C(=O)N3CCC4(CC3)OCCO4)o2)cc1,-17.1,35.1
Fc1ccc(NC2=NCCS2)cc1Cl,8.5,18.4
CCn1c(O)c(C=Nc2ccc(N3CCOCC3)cc2)c(=O)n(CC)c1=S,-42.5,29.5
CCSc1nnc([C@@H](N)Cc2c[nH]c3ccccc23)o1,15.3,16.6
CN(C)CC1CSCCC1(O)c1ccc(Cl)cc1 (centres undefined),0.0,20.6
Cc1ccc(S(=O)(=O)NP(=O)(Oc2ccccc2)Oc2ccccc2)cc1,-7.2,19.1
CCOC(=O)c1cn2nc(OP(=S)(OCC)OCC)cc2nc1C,32.3,26.5
Cc1cc(N2C(=O)C3CCCN3C2c2sccc2C)no1 (centres undefined),i,206
CC1CN=C(Nc2ccc(N(C)C)cc2)S1 (centres undefined),-42.4,49.3
O=C(c1ccc(CS(=O)(=O)c2ccc(Br)cc2)o1)N1CCC2(CC1)OCCO2,-0.8,18.1
Cc1ccc(C)c(NC2=NCCCS2)c1,-40.3,52.4
COc1ccc(C2=NCC(=O)N(CC(=O)NCc3ccco3)c3sc4c(c32)CCCC4)cc1,-26.5,43
